GPR35 arrestin U2OS: GPR35 antagonists blocking zaprinast-driven arrestin recruitment, primary screen, imaging, U2OS, beta-arrestin-GFP, zaprinast agonist (AID 2058); inhibition, % at 10 µM, or IC50 in µM where a hit was titrated; U2OS GPR35 beta-arrestin-GFP translocation imaging, zaprinast antagonism; higher % means a stronger effect; hit rate 0.052% among 290,000;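 active means inhibition of at least 50% with at least 30 cells and total cytoplasm GFP at most 10,000,000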
GPR55 antagonists: GPR55 antagonists blocking LPI-driven arrestin recruitment, primary screen, imaging, U2OS, beta-arrestin-GFP, LPI agonist (AID 2013). U2OS GPR55 beta-arrestin-GFP translocation imaging, LPI antagonism; higher % means a stronger effect. inhibition, % at 10 µM, or IC50 in µM where a hit was titrated. hit rate 0.13% among 290,000;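 active means spots per cell inhibited over 60%, with over 100 cells counted and total cytoplasm intensity under 500,000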;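 further: U2OS cells stably carrying GPR55 and arrestin-GFP stimulated by 5 µM LPI near EC80; imaged beta-arrestin-GFP aggregate spots per cell after agonist stimulation; plate controls were LPI-stimulated DMSO wells for no effect and DMSO wells without LPI for full effect; some results filed as inactive read as strong as hits; confirmed hits need IC50 under 10 µM and bright autofluorescent wells are also inconclusive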
Rac1 GTP hydrolysis: MgcRacGAP GTPase-activating activity inhibitors, confirmation, biochemical, ADP Hunter fluorescence; MgcRacGAP-stimulated Rac1 GTP hydrolysis, ADP Hunter fluorescence; higher % means a stronger effect; GST-tagged Rac1 F28L mutant substrate; inhibition, % at 30 µM; hits with a dose series show IC50 in µM; hit rate 0.6% among 340,000; AID 624330;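 active means first-screen hits whose inhibition reached a set limit at any dose in the follow-up dose series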;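 further: fluorescence reports GDP produced by GAP-driven GTP hydrolysis; strong numbers were not always called active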
NOD1 NF-kB reporter: inhibition of NOD1-driven NF-kB reporter – cell-based, luminescence, uHTS, primary screen (AID 1578); NOD1-driven NF-kB luciferase reporter cells, luminescence; higher % means a stronger effect; inhibition, % at 4 µM; hits with a dose series show EC50 in µM; hit rate 1% among 290,000; in the data active means inhibition mostly above about 36%, no sharp cut-off; inactive means mostly below about 34%;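 further: HEK-293T reporter cells stimulated with the NOD1 agonist gamma-tri-DAP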
UTI89 phage lysis: inhibition of K1F phage lysis, E. coli UTI89, bacterial capsule biogenesis inhibitors, alamar blue (AID 488966); E. coli UTI89 K1F phage lysis, alamar blue, 2 h; higher % means a stronger effect; inhibition, % at 100 µM, or IC50 in µM where a hit was titrated; hit rate 0.02% among 340,000;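 active means phage lysis inhibition, versus mean bacterial control, above a set limit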;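 further: capsule biogenesis inhibitors block K1F phage lysis so surviving cells raise fluorescence; higher fluorescence means more inhibition of phage lysis; actives were called in the ten point dose series up to 300 µM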
KOR beta-arrestin-1: kappa opioid receptor activators – cell-based, luminescence, uHTS, primary screen (AID 1777) | KOR beta-arrestin recruitment, luminescence; higher % means a stronger effect | activation, % at 10 µM, or EC50 in µM where a hit was titrated | hit rate 0.02% among 280,000; in the data active means activation above about 50%, passing the limit was not always enough; further: a part of the inactive calls stands beside numbers as strong as those of hits
GPR55 activation: GPR55 agonists via beta-arrestin recruitment, primary screen, imaging, U2OS cells, beta-arrestin-GFP redistribution (AID 1961). activation, % at 10 µM, or EC50 in µM where a hit was titrated. hit rate 0.048% among 290,000. U2OS GPR55 beta-arrestin-GFP redistribution imaging; higher % means a stronger effect;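 active means activation above 40% with more than 50 cells counted in the well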;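 further: U2OS osteosarcoma cells stably expressing GPR55 and beta-arrestin-GFP; plate controls were DMSO negative control for no effect and LPI positive control for full effect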
NTR1 agonist: NTR1-driven beta-arrestin-GFP spot formation – imaging, U2OS cells, high content, primary screen (AID 493036) | activation, % at 20 µM | hit rate 0.17% among 330,000 | agonist mode | P30989;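 active means activation at or above 40% of the spot to cytoplasm intensity ratio, with at least 20 cells analyzed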;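 further: 0% = DMSO without peptide and 100% = 100 nM NTR1 peptide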
Target sequence (P30989 whole entry, looked up): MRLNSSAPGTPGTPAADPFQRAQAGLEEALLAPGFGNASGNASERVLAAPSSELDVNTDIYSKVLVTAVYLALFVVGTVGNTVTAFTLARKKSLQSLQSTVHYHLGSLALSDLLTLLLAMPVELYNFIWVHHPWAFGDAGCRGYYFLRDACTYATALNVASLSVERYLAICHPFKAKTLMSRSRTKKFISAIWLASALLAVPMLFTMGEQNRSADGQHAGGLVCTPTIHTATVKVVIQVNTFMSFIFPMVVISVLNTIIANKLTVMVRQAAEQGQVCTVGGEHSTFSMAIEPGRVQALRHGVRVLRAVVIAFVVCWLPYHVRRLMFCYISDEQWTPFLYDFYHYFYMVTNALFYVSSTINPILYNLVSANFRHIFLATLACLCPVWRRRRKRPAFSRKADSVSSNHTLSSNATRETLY
KOR beta-arrestin-2: kappa opioid receptor blockers – cell-based, luminescence, uHTS (AID 1778); KOR beta-arrestin recruitment, luminescence, antagonist mode; higher % means a stronger effect; hit rate 0.091% among 290,000; inhibition, % at 10 µM; hits with a dose series show IC50 in µM; in the data active means inhibition above about 50%; further: strong numbers were not always called active
NTR1 agonist cell count 20 µM: recorded beside NTR1 agonist, whose call it bears; cell count; measured here: cell count, cytotoxicity flag
Starred values were filed as active, the others as inactive; . = not tested or not shown; [ ] = remark or other dose. These rows are one share of the data, so the mix of outcomes need not match the whole.

SMILES | GPR35 arrestin U2OS | GPR55 antagonists | Rac1 GTP hydrolysis | NOD1 NF-kB reporter | UTI89 phage lysis | KOR beta-arrestin-1 | GPR55 activation | NTR1 agonist | NTR1 agonist cell count 20 µM | KOR beta-arrestin-2
COc1ccc(OC)c(-n2nnnc2SCC(=O)Nc2cc(C)ccc2OC)c1 | -9% | 4% | 11% | -11% | 3.2% | -4.0% | 0.5% | -4.7 | 95 | 22%
CCOc1ccccc1N1CCN(C(=O)c2ccc(-c3ccc(OC(C)=O)cc3)cc2)CC1 | 21% | 9% | . | 3% | 0.0% | -4.2% | -0.1% | 3.6 | 95 | 1%
O=C(N/N=C/c1ccc(OC(F)F)cc1)c1ccc(CSc2nc3ccccc3[nH]2)cc1 | -16% | 5% | 12% | -28% | 0.0% | 5.8% | 0.3% | 3.7 | 83 | 4%
COCC(C)NC(=O)c1oc2c(c1C)C1(CCC2)SCCS1 (stereo not given) | 5% | -6% | 0% | -24% | 3.1% | -1.2% | -0.5% | 7.0 | 57 | 21%
NS(=O)(=O)c1cccc(NC(=O)C2CC(=O)N(Cc3ccco3)C2)c1 (stereo not given) | 10% | 9% | 6% | -2% | 1.6% | 0.3% | -0.1% | 0.3 | 34 | 20%
Fc1ccc(CNC(=S)Nc2ccccc2F)cc1 | 3% | 4% | -3% | 7% | -0.2% | 1.7% | 0.2% | 0.0 | 54 | -32%
O=C1N=C(N2CCOCC2)S/C1=C/c1ccc(-c2ccc(F)cc2)o1 | 15% | 2.9µM* | -6% | -12% | -1.4% | 0.2% | 0.2% | 1.3 | 36 | -14%[20 µM]
CCOC(=O)c1c(CSc2ccccc2)n(C)c2cc(Br)c(OCC(O)CNC(CO)(CO)CO)cc12 (stereo not given) | -9% | 17% | 2% | -38% | 2.5%[50 µM] | 1.7% | -0.1% | . | . | -24%
COc1cc2c(cc1OC)CN(Cc1ccc(F)cc1)CC2 | 4% | -4% | 20% | -6% | -0.2% | -7.8% | 0.2% | -0.4 | 93 | 4%
CC(C)CC(=O)NC(=S)Nc1ccc(N2CCOCC2)c(Cl)c1 | 0% | -13% | 3% | -20% | 0.1% | -4.5% | 0.2% | -1.2 | 84 | -8%
Cc1oc2ccc(O)c(CN3CCOCC3)c2c1C(=O)c1ccc(Cl)cc1 | 20% | -2% | 8% | 28% | -0.3% | -1.1% | -0.1% | 6.8 | 84 | 38%
O=C(NNC(=O)c1ccccc1Cl)c1cc2cc(OC(F)(F)F)ccc2[nH]1 | 12% | -2% | 5% | 6% | 0.8% | 5.2% | -0.3% | -0.6 | 51 | 24%
COc1ccc(NC(=O)CNc2ccc(C#N)cc2)cc1 | -11% | 6% | 1% | -13% | -0.1% | -4.6% | 0.3% | 0.8 | 33 | -3%
CCN(CC)CCCN1C(=O)C(O)=C(C(C)=O)C1c1cccc(OC)c1 (stereo not given) | 4% | 14% | . | -4% | . | -0.5% | -0.1% | . | . | 18%
Cc1cc(Cl)ccc1OCCCC(=O)N1CCCc2ccccc21 | 14% | 10% | 11% | -19% | 0.8% | -2.8% | 0.2% | 6.6 | 52 | 4%
CCCCNc1nc2ccccc2n1CC(=O)Nc1ccc2c(c1)OCCO2 | 6% | -1% | . | -12% | . | . | -0.2% | 0.8 | 52 | .
CCN(CC)C(=O)Cn1c(=O)n(Cc2ccc(F)cc2)c(=O)c2sccc21 | 7% | -4% | 2% | -12% | 0.8% | 2.0% | -0.4% | -0.6 | 43 | -43%[20 µM]
O=C1CC(N2CCN(c3ccccc3)CC2)C(=O)N1CCc1ccccc1 (stereo not given) | 4% | 7% | 10% | 8% | 5.5% | 4.8% | 0.3% | -1.1 | 79 | 13%
c1ccc(-c2csc(NC3CCCCC3)n2)cc1 | -4% | -4% | 9% | -51% | -1.0% | 0.3% | 0.6% | 2.3 | 53 | -3%
CC1(C)CC(=O)C(CC2=C(N)CC(C)(C)CC2=O)=C(N)C1 | 8% | 9% | 11% | -3% | 0.3% | 5.3% | 0.0% | 0.6 | 77 | 3%
CCCC(C)NC(=O)COC(=O)c1cc(Br)c(Br)s1 (stereo not given) | 4% | 20% | 7% | -26% | 0.3% | 0.4% | -0.4% | 2.5 | 58 | -27%
O=C1NC(Cc2c[nH]c3ccccc23)C(=O)N1Cc1ccccc1 (stereo not given) | 2% | 26% | 8% | -48% | 0.3%[50 µM] | 2.6% | -0.1% | 2.0 | 57 | 20%
Cc1ccc(NC(=O)C2CCCN2C(=O)OCc2ccccc2)cc1F (stereo not given) | 1% | -4% | 1% | -18% | -0.1% | -2.4% | -0.1% | 0.2 | 78 | -6%
CCOc1ccc(NC2=NC(C)(C)N=C(N)N2)cc1 | -13% | 4% | 14% | -3% | -0.2% | . | -0.2% | 0.8 | 52 | 16%
COc1ccc(NS(=O)(=O)c2cn(C)cn2)cc1Cl | -10% | -8% | -1% | 16% | -0.4% | 3.3% | -0.2% | 0.0 | 43 | -26%
O=C(CCl)NNc1nc(-c2ccccc2)c2cc(Cl)ccc2n1 | 6% | -5% | 4% | 42% | -2.1% | 7.5% | -0.2% | 2.0 | 56 | -17%
O=C(NCCN1CCOCC1)c1ccc2c(c1)N(Cc1ccccc1)CCS2 | 0% | 4% | 7% | 2% | -1.0% | -4.4% | 1.0% | 5.0 | 55 | 30%
O=C(NCCN1CCOCC1)/C(=C/c1ccccc1)NC(=O)c1ccccc1 | 3% | -2% | 3% | -10% | 0.0% | 41% | 0.0% | 1.9 | 49 | -16%
CCCN1CCN(CC(=O)Nc2nncs2)CC1 | -9% | -4% | 11% | -20% | 0.2% | -3.0% | -0.1% | -1.0 | 55 | 7%
CC1CCCCN1CCNC(=O)c1cc2c(=O)n(C)c3ccccc3c2n1C (stereo not given) | 19% | -1% | 18% | -12% | -2.3% | -5.9% | -0.1% | -1.1 | 50 | 9%
NCCc1nnc(SCc2ccccc2)o1 | 0% | 11% | 8% | -1% | 0.2% | -3.0% | 0.2% | 2.1 | 70 | 26%
O=C(O)Cc1sc(Nc2cccc3ccccc23)nc1-c1ccc(Cl)cc1 | -3% | -5% | 10% | -15% | 0.0% | 2.6% | -0.1% | 4.6 | 82 | 13%
O=C(COc1ccccc1F)NC1CC1 | -2% | 10% | -4% | -10% | -3.5% | 4.3% | 0.3% | -1.0 | 46 | 10%
O=c1[nH]ncc(NCCCO)c1Cl | -5% | 4% | 8% | -42% | 1.1% | -1.1% | -0.2% | -0.2 | 49 | -60%
COc1ccc(S(=O)(=O)N2CCC(C(=O)NCCC(=O)Nc3ccc(Cl)cc3)CC2)cc1 | 23% | -16% | -2% | -1% | 0.1% | -3.8% | -0.1% | 2.0 | 61 | 7%
c1ccc(-c2nnc(N3CCOCC3)c3ccccc23)cc1 | 9% | 4% | . | -2% | . | . | 0.6% | 1.4 | 46 | 0%[20 µM]
CCC1CCCCN1S(=O)(=O)c1ccc2c(c1)CCN2C(=O)C1CCC1 (stereo not given) | -7% | 4% | 11% | 9% | -2.1% | 1.9% | -0.1% | 8.8 | 74 | -26%
CC(=O)c1ccc(N2CCN(C(=O)C3CCCN(c4ncnc5c4nc4n5CCCCC4)C3)CC2)cc1 (stereo not given) | -12% | -7% | 0% | -14% | 0.5% | -4.0% | -0.1% | 1.2 | 62 | 4%
CS(=O)(=O)NCc1nnc(SCC(=O)NC2CCCCC2)n1-c1ccc(F)cc1 | -7% | 3% | -3% | -9% | 0.3% | -5.2% | 0.3% | -1.2 | 57 | 37%
CCN(c1ccccc1)S(=O)(=O)c1ccc(Cl)c(NC(=O)CN2CCCCCC2)c1 | 19% | 3% | 29% | 15% | -0.3% | 7.0% | 0.2% | 4.4 | 56 | -60%
CCOc1cc(C2C3=C(CCCC3=O)N(CCC(=O)O)C3=C2C(=O)CCC3)ccc1OS(=O)(=O)c1ccc(C)cc1 | 8% | 4% | 5% | -7% | 0.0% | -0.4% | 0.0% | 1.3 | 49 | 8%
O=C(O)CCCCCNC(=O)/C=C/c1ccco1 | 0% | 8% | 5% | -16% | 0.3% | . | 0.2% | 1.1 | 44 | 22%[20 µM]
COC(=O)c1[nH]c(C)c(/C(O)=C2\C(=O)C(=O)N(CCN3CCOCC3)C2c2ccccc2OC)c1C (stereo not given) | 11% | -3% | 3% | -7% | 0.0% | 1.4% | -0.2% | 0.1 | 78 | -23%
CCn1cc(CNC(=O)c2cc(COc3ccc(F)cc3F)on2)cn1 | -5% | 7% | 7% | -22% | 1.1% | . | -0.1% | -0.9 | 86 | -13%[20 µM]
O/N=C(/c1ccc(Cl)cc1)C1CC1c1ccccc1 (stereo not given) | 7% | 1% | 13% | -20% | 0.0% | -2.6% | -0.1% | 3.5 | 74 | 25%
CCS(=O)(=O)N1Cc2ccccc2CC1C(=O)Nc1cc(S(C)(=O)=O)ccc1Cl (stereo not given) | 12% | 10% | 5% | -27% | 0.1% | -2.1% | 0.0% | 0.3 | 53 | -8%
CN(Cc1ccccc1)C(=O)Cn1cccc1C(=O)c1ccccc1 | -4% | 7% | 5% | -13% | 0.1% | -7.1% | -0.1% | 1.6 | 76 | 16%
Cc1cccc(OC(=O)c2cccnc2)c1C | -2% | -14% | -1% | -43% | -2.1% | -2.8% | 0.1% | 0.3 | 67 | 19%[20 µM]
COc1ccc(S(=O)(=O)Nc2ccc(F)c(Cl)c2)cc1OC | 17% | 5% | 10% | 25% | 0.8% | 3.3% | -0.2% | -0.6 | 55 | 12%
CCOC(=O)N1CCN(C(=O)COc2cccc3c2CCN(Cc2cccc(C)c2)C3=O)CC1 | -11% | 1% | 0% | -21% | 4.8% | -2.7% | -0.2% | 0.8 | 49 | 8%
CCCCC(=O)Nc1ccc(S(=O)(=O)Nc2nccc(C)n2)cc1 | -25% | 15% | 1% | 6% | 0.4% | -1.2% | -0.1% | 1.2 | 53 | -15%[20 µM]
CCc1ccccc1NC(=O)CSc1ncn[nH]1 | 13% | -5% | 7% | 17% | 0.7%[50 µM] | 0.2% | -0.1% | 1.2 | 56 | -77%

Single values from the entries so far.
Under NTR1 agonist, Cc1cccc(OC(=O)c2cccnc2)c1C has 0.3
Under GPR35 arrestin U2OS, CCOC(=O)N1CCN(C(=O)COc2cccc3c2CCN(Cc2cccc(C)c2)C3=O)CC1 has -11%

Source: PubChem BioAssay
